TAG inh – inhibitors of triacylglycerol accumulation, primary screen, cell-based, uHTS, fluorescence, H9c2; H9c2 cells, Nile Red lipid (TAG) fluorescence; cells loaded with 200 µM oleic acid; inhibition, % at 12.5 µM; hit rate 0.66% among 230,000; AID 651582, 2012;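 active means pattern-corrected inhibition of lipid staining of at least 50% with the nuclear-stain viability signal not falling by more than 50%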;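 further: 0% = DMSO wells and 100% = triacsin C control wells; some results filed as inactive read as strong as hits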
TAG inh DAPI viability – also measured in TAG inh; calls as there; DAPI nuclei signal change (viability), lower = more cytotoxic, %;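 whole-well DAPI fluorescence read on a plate reader as a viability signal; minus 50 percent equals half of cells still viable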
* = called active by the depositor.

Each structure is followed by: TAG inh | TAG inh DAPI viability
Cc1ccccc1NC(=O)Cc1nnc(SCC(=O)N2CCN(c3ccccc3)CC2)n1C
  14 | 0
Cc1cc(C(=O)NNC(=O)CCCOc2ccccc2)c(C)o1
  4 | -1
O=C(COC(=O)c1ccc(Cl)nc1)NCc1cccs1
  4 | 1
Cc1oc(-c2ccc(Cl)cc2)cc1C(=O)/C(C#N)=C/Nc1ccccc1
  -5 | 9
COC(=O)c1ccc(CNC(=O)C(Cc2ccccc2)NC(=O)c2ccccc2)cc1 (stereo not given)
  -6 | 5
COC(=O)Cn1c(O)c(N=NC(=O)c2ccc3c(c2)OCO3)c2ccccc21
  -8 | -1
Cc1cccc(-n2nnc(C(=O)NCc3ccccc3Cl)c2N)c1
  -7 | -6
Cc1cccc(S(=O)(=O)Nc2ccc(-n3c(C)nc4ccccc4c3=O)cc2)c1
  -1 | 7
Cn1c(SCC(=O)N2CCCC2)nc2c(c1=O)SCC2
  -7 | -1
Cc1nc(N2CCCCC2C)c2c(C)c(C(=O)Nc3cccc(C(F)(F)F)c3)sc2n1 (stereo not given)
  13 | 7

(listing goes on)
Each structure is followed by: TAG inh | TAG inh DAPI viability
Cc1ccc(Cl)cc1NS(=O)(=O)c1ccc2c(c1)NC(=O)C(C)C(=O)N2 (stereo not given)
  -11 | -7
COCC(C)n1c(SCC(=O)Nc2c(C)n(C)n(-c3ccccc3)c2=O)nc2ccccc2c1=O (stereo not given)
  -15 | 11
Cc1ccc(S(=O)(=O)NCCC(=O)OCC(=O)Nc2cccc(Cl)c2)cc1
  -7 | 0
Brc1ccccc1OCCN1CCOCC1
  -1 | 1
COCc1c(N)c(C)nc(Cl)c1C#N
  6 | -18
NC(=O)c1ccccc1NS(=O)(=O)c1ccccc1
  -3 | 6
COC(=O)CNC(=O)c1ccccc1C
  2 | -4
Cc1noc(C)c1COc1cccc(C(=O)N(C)Cc2cccs2)c1
  4 | -3
COc1ccc(S(=O)(=O)N2CCOCC2)cc1NC(=O)C1CCN(S(=O)(=O)c2ccc(Cl)cc2)CC1
  15 | -3
COc1ccc(N(C(C)C(=O)Nc2cccnc2)S(C)(=O)=O)cc1 (stereo not given)
  -4 | 5

The last 3 compounds of the part above come first, to join the parts:
Each structure is followed by: TAG inh | TAG inh DAPI viability
Cc1noc(C)c1COc1cccc(C(=O)N(C)Cc2cccs2)c1
  4 | -3
COc1ccc(S(=O)(=O)N2CCOCC2)cc1NC(=O)C1CCN(S(=O)(=O)c2ccc(Cl)cc2)CC1
  15 | -3
COc1ccc(N(C(C)C(=O)Nc2cccnc2)S(C)(=O)=O)cc1 (stereo not given)
  -4 | 5
Cc1ccn2c(=O)c(NC(=O)c3ccc(Br)o3)c(C)nc2c1
  5 | -4
CCOc1ccc(S(=O)(=O)N2CCCCC2)cc1NC(=O)CN1C(=O)NC(C)(C2CC2)C1=O (stereo not given)
  7 | -12
COc1ccc(C(C)=O)cc1Cn1c(C)c(C(=O)NCc2ccc(C(F)(F)F)cc2)sc1=O
  -1 | 1
CCCCn1c(-c2ccco2)nc2oc3ccccc3c(=O)c2c1=O
  1 | 4
CCOC(=O)Cc1[nH]nc2c1C(c1ccsc1)C(C#N)=C(N)O2 (stereo not given)
  -1 | 2
COc1ccc(CCNc2nc(-c3ccc(NC(C)=O)cc3)cs2)cc1OC
  4 | 7
OC[C@@H]1CN(C2CCCC2)C[C@H](n2cnc3c(N4CCCC4)ncnc32)O1
  14 | -6
CC(C)(C)OC(=O)NCCCCCc1nnc(SCc2ccccc2F)o1
  1 | -13
CC(=O)Nc1ccc(Nc2nc(-c3c(C)nc4ccccn34)cs2)cc1
  24 | -29
CN(c1ccccc1)S(=O)(=O)c1cccc(C(=O)OCC(=O)NCCCN2CCCC2=O)c1
  7 | -9

Of the compounds above, three contain a cyano group.
Each structure is followed by: TAG inh | TAG inh DAPI viability
Cc1oc(-c2ccc(Cl)cc2)cc1C(=O)/C(C#N)=C/Nc1ccccc1
  -5 | 9
COCc1c(N)c(C)nc(Cl)c1C#N
  6 | -18
CCOC(=O)Cc1[nH]nc2c1C(c1ccsc1)C(C#N)=C(N)O2 (stereo not given)
  -1 | 2

Record cards, from the list above. Order of screens: TAG inh	TAG inh DAPI viability
Profile of `CC(C)(C)OC(=O)NCCCCCc1nnc(SCc2ccccc2F)o1` → 1	-13
Profile of `CC(=O)Nc1ccc(Nc2nc(-c3c(C)nc4ccccn34)cs2)cc1` → 24	-29
Profile of `Cc1ccn2c(=O)c(NC(=O)c3ccc(Br)o3)c(C)nc2c1` → 5	-4

(list continues)
Each structure is followed by: TAG inh | TAG inh DAPI viability
O=C(Nc1ccc2c(c1)OCO2)C(c1ccc(Cl)cc1)N1CCC2(CC1)OCCO2 (stereo not given)
  -88 | 0
C/C(CC(=O)NCc1ccc(Cl)cc1)=N\NC(=O)Cc1ccccc1
  6 | 8
COc1cc(Cl)ccc1OCc1cc(C(=O)NC(C)Cc2cccnc2)no1 (stereo not given)
  2 | -1
COc1ccccc1C=NNC(=O)c1ccncc1
  -1 | -1
O=C(NCc1ccccc1)c1cc(C2CCCN(S(=O)(=O)c3cccc4cccnc34)C2)on1 (stereo not given)
  -3 | 3
Cc1ccc(C2C=C(c3ccc4c(c3)OCO4)Nc3ncnn32)cc1 (stereo not given)
  -4 | 6
COc1ccc(C(=O)NCCC2=CCCCC2)cc1S(=O)(=O)N1CCOCC1
  10 | -11
C[C@@H](c1ccccc1)N1Cc2ccccc2Oc2cc(Br)ccc2S1(=O)=O
  -20 | 2
CCN(CC)C(=O)C1=C(C)N(Cc2ccccc2)C(=O)C(CC(=O)NCCCN(C)C)C1 (stereo not given)
  9 | 1
COc1ccc(CN(C)C(=O)Cc2ccc(S(=O)(=O)N3CCOCC3)s2)cc1OC
  2 | 3

(listing goes on)
Each structure is followed by: TAG inh | TAG inh DAPI viability
COC(=O)c1ccccc1NC(=O)CCS(=O)(=O)c1ccc(Br)s1
  16 | -11
CCOC(=O)c1sc(NC(=O)C2CC(=O)N(c3ccc4c(c3)OCCO4)C2)nc1C (stereo not given)
  -3 | -2
O=C(Nc1ccc(F)cc1)Nc1nnc([C@@H]2C[C@H](O)[C@@H](CO)O2)s1
  0 | -8
CCCN1Cc2cccc(C(=O)NCCCOC(C)C)c2C1=O
  -25 | 5
Cc1ccc(N2C(=O)[C@@H]3C(c4ccc(F)cc4)=NO[C@@H]3C2=O)cc1
  17 | -7
COc1ccc(-c2cc(C(=O)Nc3ccc(O)cc3)c3ccccc3n2)cc1OC
  28 | -1
CCc1ccccc1OCC(=O)NCC1COc2ccccc2O1 (stereo not given)
  -5 | 1
CCN(CC)CCNC(=O)c1ccc(NC(=O)c2c(F)cccc2Cl)cc1
  10 | 9
CCS(=O)(=O)N1CCN(C(=O)c2ccc(-c3ccccc3)cc2)CC1
  -7 | -1
CCc1ccc(CN2CCN(C(=O)c3cccc(OC)c3OC)CC2)cc1
  5 | -9

New compounds follow:
Each structure is followed by: TAG inh | TAG inh DAPI viability
CC(=O)c1cccc(NC(=O)c2ccc3c(c2)OCO3)c1
  -7 | 5
CN(CCOc1ccc(Cl)cc1)C(=O)c1cccc(S(=O)(=O)N2CCN(Cc3ccccc3)CC2)c1
  -17 | 14
Cc1ccc2c(c1)-c1c(cnn1CC(=O)NC(C)CCc1ccco1)CO2 (stereo not given)
  -5 | -5
CCn1c(CCC(=O)Nc2ccccc2F)nnc1SCC(=O)Nc1ccc(OC)cc1
  2 | -9
CN(CC(=O)Nc1ccc(F)c(F)c1F)c1ncnc2sccc12
  -2 | -12
CN(C(=O)COC(=O)c1ccc2c(=O)n3c(nc2c1)CCC3)c1ccccc1
  -2 | 2
Cc1cccc(NC(=O)CNC(=O)CSc2ncccn2)c1C
  -4 | 10
COc1ccccc1N1CCN(C(=O)c2cc3ccccc3[nH]2)CC1
  11 | 0
CC1CN(C(=O)c2cccc(S(=O)(=O)N3CCN(c4ccc(F)cc4)CC3)c2)CC(C)O1 (stereo not given)
  -37 | 5
COc1ccc(S(=O)(=O)N[C@@H](Cc2ccc(Cl)cc2)C(=O)N2CC[C@@]3(O)CCCC[C@H]3C2)cc1
  -3 | 5

New compounds follow
Each structure is followed by: TAG inh | TAG inh DAPI viability
O=C(Cn1cc(COc2ccc(-n3cccc3)cc2)nn1)NS(=O)(=O)c1ccccc1C(F)(F)F
  -2 | 1
O=C(NNc1ccccc1)NC(Cc1ccccc1)C(=O)O (stereo not given)
  -2 | 11
CC(=O)c1cc(C#N)c(Oc2ccccc2)nc1C
  2 | -5
CC(C)CC1C(=O)N(Cc2cn(CCC3OCCCO3)nn2)CCS(=O)(=O)N1Cc1ccc(-c2ccc(F)cc2)cc1 (stereo not given)
  14 | -11
O=C(NNC(=O)c1ccncc1)Nc1ccc(N=Nc2ccccc2)cc1
  8 | 0
COc1ccc(CC(=O)Nc2cc(C)c3c(=O)oc4ccccc4c3n2)cc1
  13 | -1
Cc1c(NC(=O)c2ccc(-c3cccc([N+](=O)[O-])c3)o2)c(=O)n(-c2ccccc2)n1C
  -1 | -8
COc1ccccc1CNC(=O)C1(c2ccc(Cl)cc2)CC1
  7 | -8
CCCCN1C(=O)C(C(=O)OCc2ccccc2)CC2=C1CCCC2=O (stereo not given)
  3 | 0
COc1ccc(CC2=CC(=O)c3ccccc3C2=O)cc1
  -17 | -9

Other records
Each structure is followed by: TAG inh | TAG inh DAPI viability
CCN1CCN(Cc2cc(=O)oc3cc4c(cc23)CCC4)CC1
  -13 | 26
c1ccc2c(N3CCCCC3)ncnc2c1
  -12 | 4
CCN1CCN(c2cc(C)c3cc(NC(=O)c4cncc(Br)c4)ccc3n2)CC1
  43 | 23
CC(=O)NNC(=O)CN1C(=O)/C(=C/c2ccccc2)SC1=S
  1 | -8
COc1ccc(CCNC(=O)c2nnn(-c3ccc4c(c3)OCCO4)c2N)cc1OC
  14 | -8
CC(=O)Nc1ccc(S(=O)(=O)Nc2ccc3ccccc3n2)cc1
  9 | -3
COCCNC(=O)C1CCCN(C(=O)Cc2cccc3ccccc23)CC1 (stereo not given)
  -2 | 7
CC1(C(=O)NS(=O)(=O)c2cccc(F)c2)CCN1C(=O)c1cccc(F)c1 (stereo not given)
  10 | 2
O=C(Oc1ccc(-c2csnn2)cc1)c1cccs1
  -2 | 5
Cc1cccc(N2CCN(C(=O)CCC(=O)N3CC(C)Oc4ccccc43)CC2)c1C (stereo not given)
  6 | -15

Next results.
Each structure is followed by: TAG inh | TAG inh DAPI viability
CCSc1nnc(NC(=O)CCNS(=O)(=O)c2cc(Br)cnc2N)s1
  -7 | -5
O=C(Cc1c(F)cccc1Cl)NNC(=O)c1ccco1
  10 | -12
O=C(Nc1ccc(-n2cccn2)cc1)C1CCN(Cc2ccccn2)CC1
  -6 | 0
COc1cccc(/C=N/NC(=O)c2oc3nc(-c4ccccc4)cc(-c4ccco4)c3c2N)c1
  3 | 2
COc1ccc(CCNC(=O)c2cc(S(=O)(=O)N3CCCCCC3)ccc2OC)cc1OC
  5 | 0
CC1CCc2nc(NC(=O)CSc3nc4ccccc4o3)sc2C1 (stereo not given)
  -2 | 7
CCOC(=O)N1CCN(C(=O)c2ccc3[nH]c(C)c(C)c3c2)CC1
  2 | -2
CCCS(=O)(=O)NCCc1cc2cc(C)c(C)cc2[nH]c1=O
  17 | -12
CC(C)CN1C(=O)c2ccccc2C1(O)Cc1ccccc1 (stereo not given)
  3 | -7
CCn1c(NC(=O)c2ccccc2F)c(-c2cccs2)c(=O)c2ccccc21
  -6 | -5

Continued.
Each structure is followed by: TAG inh | TAG inh DAPI viability
S=C(NCc1ccccc1)Nc1ccc(Cl)cc1
  9 | -10
O=C(NC(=S)Nc1ccc(N2CCOCC2)c(Cl)c1)C(c1ccccc1)c1ccccc1
  8 | -5
CCOc1ccccc1Nc1nnc(Cc2ccccc2Cl)c(=O)[nH]1
  -9 | 1
Cc1ccc(NC(=O)COC(=O)CCc2ccccc2)cc1S(=O)(=O)N1CCOCC1
  -5 | 1
Nc1ccc2nc(SCc3cccc(F)c3)sc2c1
  -47 | -5
COC(=O)c1ccc(NC(=O)CSc2nc3[nH]ncc3c(=O)[nH]2)cc1
  4 | -2

Source: PubChem BioAssay (Sanford-Burnham Center for Chemical Genomics)

Not all compounds are listed; the hit share may differ from the screen's.
